# Bioassay records from PubChem BioAssay.
# VLA-4 inh: inhibition in a human VLA-4 binding assay | P13612 | VLA-4 expressing cells, ligand binding flow cytometry | inhibition, % (about 7 µM as worked out from the volumes in the protocol) | 330,000 compounds, 0.2% hits; in the data active means inhibition above about 50%
# PP1 counter: counter-screen for PP5 inhibitors: inhibitors of human PP1-alpha; P62136; purified PP1alpha, OMFP fluorescence; inhibition, % at 6.7 µM; 320,000 compounds, 0.9% hits; AID 2235;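 active means inhibition above the mean inhibition of all tested compounds plus 3 SD, computed separately for each screening campaign, cut at about 15% in these data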
# Target sequence (P62136 whole entry, looked up): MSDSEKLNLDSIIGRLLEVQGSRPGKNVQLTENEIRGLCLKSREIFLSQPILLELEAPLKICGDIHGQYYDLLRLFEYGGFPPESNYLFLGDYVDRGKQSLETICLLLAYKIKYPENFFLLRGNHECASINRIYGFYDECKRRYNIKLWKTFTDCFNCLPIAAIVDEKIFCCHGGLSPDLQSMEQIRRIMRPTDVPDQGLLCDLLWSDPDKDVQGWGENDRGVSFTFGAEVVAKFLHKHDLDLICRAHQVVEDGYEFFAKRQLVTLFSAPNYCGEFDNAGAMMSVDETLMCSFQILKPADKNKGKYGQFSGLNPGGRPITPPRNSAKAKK
# proCasp3 act: activates human procaspase-3; P42574; 330,000 compounds, 0.11% hits; AID 463141; activation, % at 8.5 µM; recombinant procaspase-3 D3A, Ac-DEVD-pNA absorbance 405 nm;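 active means activation above the mean of all tested compounds plus 3 SD, cut at about 21% in these data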;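 further: 0% = DMSO alone and 100% = DMSO wells spiked with extra 5 µM PC-3 D3A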
# Target sequence (P42574 whole entry D9A/D28A/D175A): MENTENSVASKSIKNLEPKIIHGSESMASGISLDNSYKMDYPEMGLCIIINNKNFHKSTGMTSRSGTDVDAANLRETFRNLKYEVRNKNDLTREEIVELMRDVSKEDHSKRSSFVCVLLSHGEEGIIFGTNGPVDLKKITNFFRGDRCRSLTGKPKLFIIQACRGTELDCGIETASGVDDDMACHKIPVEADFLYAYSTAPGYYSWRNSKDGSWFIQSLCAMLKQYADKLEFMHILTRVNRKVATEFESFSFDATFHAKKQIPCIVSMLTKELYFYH
#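 System: Procaspase-3 D3A mutant. Medium: Zinc-free 300 mM NaCl, 50 mM HEPES, 0.01% Triton X-100. Schedule: 1 h preincubation plus 2 h reaction at 25 °C. Measured by: 405 nm absorbance of p-nitroaniline, reads at 0 and 120 min. Read-out: percent activation relative to control range.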
# CTSL1 counter: blocks F. hepatica cathepsin L1 in PFM18AAP counter-screen; recombinant F. hepatica cathepsin L1, Z-Leu-Arg-MCA fluorescence; inhibition, % at 5.96 µM; 300,000 compounds, 0.49% hits; AID 1906;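 active means inhibition above the mean of all tested compounds plus 3 SD, set per screening campaign, cut at about 17% in these data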;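 further: 0% = plate median of test compound wells and 100% = 1 µM Z-Phe-Ala-diazomethylketone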
# PP5 inh: inhibitors of human protein phosphatase 5 (PP5) | P53041 | purified PP5c, OMFP substrate fluorescence | inhibition, % at 6.7 µM | 320,000 compounds, 0.18% hits | AID 1987;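 active means inhibition above the campaign's mean inhibition across all tested compounds plus 3 SD, cut at about 9.5% in these data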;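 further: 0% = DMSO only and 100% = 100 µM cantharidin control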
# core dimer inh: HCV core protein dimerization inhibition | 300,000 compounds, 0.33% hits | TR-FRET GST/Flag-core106 dimerization, 1536-well | AID 1899 | inhibition, % at 5 µM;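 active means inhibition above the mean of all tested compounds plus 3 SD, set per screening campaign, cut at about 45% in these data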
#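 System: GST-tagged and Flag-tagged HCV core protein residues 1-106 / Input: core106 proteins, GST 13.5 nM and Flag 17 nM / Buffer or medium: KF-containing HEPES buffer, pH 7.45, DTT, CHAPS, BSA / Probe or stimulus: Eu-anti-GST and XL665-anti-Flag labelled anti-tag antibodies / Schedule: 4 h, 22.5 °C incubation / Technique: TR-FRET 671 and 617 nm emission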
# GASC-1 inh: human JMJD2C demethylase inhibition | Q9H3R0 | GST-JMJD2C(1-420) H3K9me3 demethylation, DELFIA europium | inhibition, % at 2.35 µM | 330,000 compounds, 0.069% hits | AID 2099;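 active means more than half of a compound's replicate wells show inhibition beyond 50%, single wells judged on their own value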;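 further: signal counts dimethyl H3K9 product captured on neutravidin plate; 0% = median of DMSO wells and 100% = 0.3 times that DMSO median; strong numbers were not always called active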
# GRK2 aptamer HTS: blocks RNA aptamer binding to human GRK2; P25098; bead flow cytometry, FAM-aptamer displacement from GRK2; inhibition of aptamer binding, % at 10 µM; 330,000 compounds, 0.59% hits; AID 488847;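 active means inhibition of aptamer binding above 40%, roughly 3 SD of noise, on plates passing a quality check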;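 further: median bead fluorescence of bound FAM aptamer so fluorescent compounds give negative values; no value below 0 was filed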
# procasp7 counter: counter-screen for procaspase-3 activators: activators of human procaspase-7 | recombinant procaspase-7, Ac-DEVD-pNA absorbance 405 nm; D23A/D198A/D206A triple mutant, cannot self-cleave; scale: DMSO 0, 5 µM enzyme 100 | activation, % at 8.5 µM | 330,000 compounds, 0.093% hits | AID 463210;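 active means percent activation above the screen-wide mean plus 3 SD, cut at about 25% in these data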
# Target sequence (P55210 whole entry D23A/D198A/D206A): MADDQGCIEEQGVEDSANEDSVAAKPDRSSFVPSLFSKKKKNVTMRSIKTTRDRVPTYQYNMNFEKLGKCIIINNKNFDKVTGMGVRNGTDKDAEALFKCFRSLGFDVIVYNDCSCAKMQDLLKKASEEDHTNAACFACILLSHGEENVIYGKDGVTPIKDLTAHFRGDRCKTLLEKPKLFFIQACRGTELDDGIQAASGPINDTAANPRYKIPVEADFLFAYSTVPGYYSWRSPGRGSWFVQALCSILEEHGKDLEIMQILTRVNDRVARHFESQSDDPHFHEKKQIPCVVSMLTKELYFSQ
#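 buffer or medium = Zinc-free HEPES/NaCl buffer, pH 7.4 | material = Procaspase-7 triple mutant (PC-7 D3A) | input = 2 µM procaspase-7 mutant as dispensed | signal = Epi-absorbance of released pNA at 405 nm, two timepoints | timing = 1 h preincubation, 2 h reaction | replicates = singlicate compound testing | evaluation = % activation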
# * = called active by the depositor; . = not tested or not shown; & = joins results of further samples.
SMILES,VLA-4 inh,PP1 counter,proCasp3 act,CTSL1 counter,PP5 inh,core dimer inh,GASC-1 inh,GRK2 aptamer HTS,procasp7 counter
C=CCNC(=O)N1CCC(c2nc3ccccc3s2)CC1,0,-1,1,3,1.4,0,14,0,4
CCOC(=O)N1CCC(N2C(=O)c3ccccc3C2Nc2ccc(Cl)cn2)CC1 (stereo not given),13,-5,-2,-2,0.5,12,-10,1,4
Cc1ccc(NC(=O)CCN2C(=O)C3CC=CCC3C2=O)cc1Cl (stereo not given),17,-3,0,.,0.7,.,.,0,4
CCc1nc(SCC(=O)Nc2cc(OC)ccc2OC)c2c(C)c(C)sc2n1,0,-1,4,-1,1.4,5,5,2,-8
N#Cc1cc2c(nc1SCC(=O)Nc1sc3c(c1C#N)CCC3)CCC2,-22,-2,0,-3,1.9,17,29,0,17
Cc1nc(SCC(=O)NCc2ccco2)nc(C)c1C,10,-1,4,0,-1.6,1,-32,1,4
O=C(c1ccccc1)C1CCN(C(=O)c2cccs2)CC1,23,0,-1,-3,-0.4,3,-1,0,0
CCN(CC1CCCO1)C(=O)CCc1nnc(Cc2ccc3c(c2)OCO3)o1 (stereo not given),0,-1,4,-5,-1.6,-3,-8,0,10
COc1ccc(N2C(=O)C3CC=C(Cl)CC3C2=O)cc1 (stereo not given),3,9,-6,-2,2.0,-10,-19,2,-3
O=C(Nc1ccc(C(=O)O)cc1)/C(=C\c1ccccc1)NC(=O)c1ccccc1,-9,1,0,2,0.3,-4,-2,0,1
Cn1nc(-c2ccc(OCC(=O)Nc3ccccc3)cc2)c2ccccc2c1=O,-1,2,-3,4,1.3,3,-5,1,1
C=CCn1c(CCNC(=O)c2cccs2)nnc1SCC(=O)Nc1cccc(C(C)=O)c1,-1,0,3,-1,0.2,1,18&-6,0,2
COc1ccc(NC(=O)CN2CCN(Cc3ccccc3)CC2)cc1,-6,1,2,-2,-1.6,5,2,0,7
C/C(=N\Nc1cccc([N+](=O)[O-])c1)c1cc2ccccc2o1,2,-2,0,1,3.1,1,-4,0,1
COc1cc2c(cc1OC)CN(C(=O)c1cc(C3CC3)nn1-c1ccccc1)CC2,-8,1,1,.,4.8,.,9,0,2
Cc1ccc(S(=O)(=O)N2CCC(=O)N(C(COCc3cccc(Cl)c3)Cc3ccccc3)CC2)cc1 (stereo not given),.,5,2,2,4.5,12,1,.,-3
Cc1cccc(N2CN(S(=O)(=O)c3cccc([N+](=O)[O-])c3)c3nc4ccccc4nc32)c1,-5,.,9,.,.,.,-6,2,5
COc1ccc2oc(C(=O)N3CCN(S(=O)(=O)c4cccc([N+](=O)[O-])c4)CC3)c(C)c2c1,12,12,-1,2,-0.5,26,10,0,-4
Cn1cc(CN2CCN(Cc3ccccc3)C(CCO)C2)c(-c2ccccc2)n1 (stereo not given),3,1,-3,-2,-0.1,-3,-10,0,6
O=C(N/N=C/c1ccccc1O)C1CCCC1,6,0,-2,-1,0.9,-3,1,0,12

# Molecules from the list above containing a thiophene ring, fused or not, in the order listed:
SMILES,VLA-4 inh,PP1 counter,proCasp3 act,CTSL1 counter,PP5 inh,core dimer inh,GASC-1 inh,GRK2 aptamer HTS,procasp7 counter
CCc1nc(SCC(=O)Nc2cc(OC)ccc2OC)c2c(C)c(C)sc2n1,0,-1,4,-1,1.4,5,5,2,-8
N#Cc1cc2c(nc1SCC(=O)Nc1sc3c(c1C#N)CCC3)CCC2,-22,-2,0,-3,1.9,17,29,0,17
O=C(c1ccccc1)C1CCN(C(=O)c2cccs2)CC1,23,0,-1,-3,-0.4,3,-1,0,0
C=CCn1c(CCNC(=O)c2cccs2)nnc1SCC(=O)Nc1cccc(C(C)=O)c1,-1,0,3,-1,0.2,1,18&-6,0,2

# Returning to the listing; the three compounds before the break are reprinted first.
SMILES,VLA-4 inh,PP1 counter,proCasp3 act,CTSL1 counter,PP5 inh,core dimer inh,GASC-1 inh,GRK2 aptamer HTS,procasp7 counter
COc1ccc2oc(C(=O)N3CCN(S(=O)(=O)c4cccc([N+](=O)[O-])c4)CC3)c(C)c2c1,12,12,-1,2,-0.5,26,10,0,-4
Cn1cc(CN2CCN(Cc3ccccc3)C(CCO)C2)c(-c2ccccc2)n1 (stereo not given),3,1,-3,-2,-0.1,-3,-10,0,6
O=C(N/N=C/c1ccccc1O)C1CCCC1,6,0,-2,-1,0.9,-3,1,0,12
NC(=O)c1cc(S(=O)(=O)NCCCc2ccco2)cs1,0,-2,-3,-3,0.5,-3,0,0,8
COc1ccccc1C(=O)NC(=S)Nc1ccc(Cc2ccncc2)cc1,-9,5,3,2,1.1,-4,0,1,-10
CN(C)c1ncc(CN2CCC(C(=O)Nc3ccc(-n4cccn4)cc3)CC2)s1,3,-3,0,-5,3.0,12,-5,0,4
NCCN1CCN(S(=O)(=O)c2ccc([N+](=O)[O-])cc2)C=C1c1ccc(Cl)cc1,15,1,1,.,-0.8,.,-3,0,-2
Cc1ccc(CNC(=O)c2nnn(-c3cccc(C)c3)c2N)cc1,9,2,1,-2,2.5,5,7,1,14
CCCc1nc([N+](=O)[O-])c(S(=O)(=O)c2ccccc2)n1CC(C)C,14,-5,-8,-3,4.2,1,0,5,-4
Cc1ccc(N(CCC(=O)NC(C)(C)C)S(=O)(=O)c2ccc(C)cc2)cc1,7,-3,8,0,-2.8,3,-10,3,10
CC(=O)Nc1cccc(C(=O)N2CCN(Cc3ccccc3)CC2)c1,-1,5,8,-4,3.0,2,4,4,12
Cc1ccc(CNC(=O)Nc2ccc3c(c2)N(C)C(=O)CS3)cc1,-1,2,10,1,0.9,18,6,5,7
COc1ccc(/C=N/Nc2nc(-c3cccc(S(=O)(=O)N4CCCC4)c3)cs2)cc1OC,8,2,-4,2,1.9,26,-1,6,2
COc1cccc(CN(C(=O)c2cnccn2)C(C(=O)NC2CCCCC2)c2cc(OC)c(OC)c(OC)c2)c1 (stereo not given),7,4,3,0,1.2,7,3,1,-1
O=C(Nc1ccccc1-c1ccccc1)c1cnccn1,-14,0,3,2,-0.4,-3,0,2,-4
O=C(CSc1nnnn1-c1ccc(F)cc1)NNC(=O)c1ccco1,1,-1,4,5,0.1,3,-8,3,3
c1ccc(CCc2nc(-c3ccncc3)no2)cc1,2,-1,8,3,-0.8,-2,2,4,0
COc1ccc(N(CC(=O)N2CCN(c3ccc(F)cc3)CC2)S(=O)(=O)c2c(C)noc2C)cc1,-3,0,10,1,4.2,-1,-25,0,-1
COc1ccccc1NC(=S)N(Cc1ccco1)Cc1cc2cc(C)ccc2[nH]c1=O,-8,-9,-7,12,-7.8,4,-5,2,0
Cc1cccc(Cn2ccc(N)n2)c1,-4,-4,-1,0,1.9,2,-3,3,-3
CCN(C(=O)COc1ccccc1)C1CCCCC1,-3,-2,-3,16,1.8,0,-12,0,-2
CCn1cc(/C=N/NC(=O)c2ccc3c(c2)OCO3)c(C)n1,5,-2,-19,-2,2.3,5,5,0,-3
COc1cccc(CNC(=O)Cn2ccc3cc(S(=O)(=O)N4CCCCCC4)ccc32)c1,0,1,8,0,3.8,13,1,6,1

# Compound profiles, from the list above. Screens in order: VLA-4 inh | PP1 counter | proCasp3 act | CTSL1 counter | PP5 inh | core dimer inh | GASC-1 inh | GRK2 aptamer HTS | procasp7 counter
# COc1ccc(N2C(=O)C3CC=C(Cl)CC3C2=O)cc1 (stereo not given) is listed with 3 | 9 | -6 | -2 | 2.0 | -10 | -19 | 2 | -3
# C=CCNC(=O)N1CCC(c2nc3ccccc3s2)CC1 is listed with 0 | -1 | 1 | 3 | 1.4 | 0 | 14 | 0 | 4
# NC(=O)c1cc(S(=O)(=O)NCCCc2ccco2)cs1 is listed with 0 | -2 | -3 | -3 | 0.5 | -3 | 0 | 0 | 8
# Cc1ccc(N(CCC(=O)NC(C)(C)C)S(=O)(=O)c2ccc(C)cc2)cc1 is listed with 7 | -3 | 8 | 0 | -2.8 | 3 | -10 | 3 | 10
# Cc1ccc(CNC(=O)c2nnn(-c3cccc(C)c3)c2N)cc1 is listed with 9 | 2 | 1 | -2 | 2.5 | 5 | 7 | 1 | 14

# New compounds follow.
SMILES,VLA-4 inh,PP1 counter,proCasp3 act,CTSL1 counter,PP5 inh,core dimer inh,GASC-1 inh,GRK2 aptamer HTS,procasp7 counter
CCOC(=O)C1(Cc2cccc(OC)c2)CCCN(S(=O)(=O)N(C)C)C1 (stereo not given),2,0,6,0,-2.7,4,-4,2,7
COc1ccc(C2CC(=O)Oc3ccc(C(C)(C)C)cc32)cc1 (stereo not given),0,2,5,8,2.6,6,-15,2,3
Cc1c(Cl)c([N+](=O)[O-])nn1CC(=O)NCc1cccs1,4,-3,0,-4,0.6,-1,-5,5,5
CC(=O)Cc1nsc(NC(=O)c2ccc(COc3ccccc3)o2)n1,1,2,-2,1,3.1,-4,4,3,2
CCS(=O)(=O)N1CCN(Cc2c[nH]c3ccccc23)CC1,11,-1,2,-2,0.1,0,-8,1,2
Cc1cccc(OCc2nnc(SCC(=O)Nc3cc(C)on3)n2C)c1,-12,2,4,5,-0.1,-3,-56,1,-13
O=C(Oc1ccc(-n2cnnn2)cc1)c1ccccc1,-14,1,8,4,-1.7,6,9,0,-1
